Source: PubChem BioAssay
PGE2 EP2 inh – blocks the human prostaglandin E2 receptor EP2; P43116; C6 glioma cells expressing human EP2, cAMP TR-FRET; cells stimulated with saturating PGE2; inhibition, % at 25 µM; actives 0.52% (n = 260,000);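 active = percent inhibition above 40 after rounding to a whole number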;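 note: rat C6 glioma host cells with rolipram phosphodiesterase inhibitor present; the protocol text gives 20 µM as final concentration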
Target sequence (P43116 whole entry, looked up): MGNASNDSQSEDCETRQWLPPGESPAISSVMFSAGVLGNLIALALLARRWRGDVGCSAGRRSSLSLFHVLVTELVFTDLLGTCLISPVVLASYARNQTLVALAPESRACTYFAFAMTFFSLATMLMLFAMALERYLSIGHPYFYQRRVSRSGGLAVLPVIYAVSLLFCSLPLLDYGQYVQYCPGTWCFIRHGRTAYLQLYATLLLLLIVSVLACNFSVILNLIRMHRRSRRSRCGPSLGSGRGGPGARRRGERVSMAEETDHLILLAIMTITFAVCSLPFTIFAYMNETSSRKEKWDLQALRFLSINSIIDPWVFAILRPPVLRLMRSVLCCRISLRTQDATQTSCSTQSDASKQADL
PPC-1+TRAIL kill – kills PPC-1 cancer cells in the presence of TRAIL; PPC-1 cells + TRAIL, ATPLite viability luminescence; cell killing (% activity), % at 4 µM; actives 0.41% (n = 220,000);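 active = cell killing above 50% in the first pass at 4 µM, then a duplicate retest at 5 µM averaging 50% or more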;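 note: plate controls were cells with TRAIL plus DMSO for no effect and medium-only wells lacking cells for full effect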
TRPN1 ag – activates the zebrafish TRPN1 channel; HEK293 zebrafish TRPN1-YFP, Fluo-8 calcium fluorescence; 100% = response to 87 µM carbachol; activation, % at 3 µM; actives 0.18% (n = 220,000);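 active = activation above its plate's cutoff, the mean activation of test wells on that plate plus 3 SD, cut at about 19% in these data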;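 note: 0% = DMSO alone and 100% = 87 µM carbachol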
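Control set: carbachol 87 µM as high control, DMSO as low control; system: HEK293 stable line with zebrafish TRPN1-YFP; read-out: % activation versus carbachol response; detection: intracellular calcium fluorescence with Fluo-8; doses: single test compound dose, 3 µM nominal, 0.3% DMSO; schedule: dye 1 h 37 °C plus 30 min RT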
CHOP inh – CHOP inhibition in unfolded protein response | CHO-K1 CHOP-promoter luciferase, tunicamycin-induced, 15-18 h | inhibition, % at 10 µM | actives 3.8% (n = 220,000) | AID 2732;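 active = compounds that reduced the stress-induced luciferase reporter signal by more than about 70% of percent inhibition, limit read from the data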;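 note: 0% = tunicamycin plus vehicle and 100% = wells without tunicamycin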
NPY-Y1 PAM-ag – potentiators or agonists of human neuropeptide Y receptor Y1 | P25929 | actives 0.37% (n = 220,000) | NPY-Y1 expressing cells, potentiator/agonist activation | activation, % at 3.6 µM; in the data active = activation above about 33%, passing the limit was not always enough;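 note: cells stimulated with NPY at EC10 then isoproterenol at EC100; 0% = low agonist plus stimulus and 100% = saturating agonist plus stimulus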
Target sequence (P25929 whole entry, looked up): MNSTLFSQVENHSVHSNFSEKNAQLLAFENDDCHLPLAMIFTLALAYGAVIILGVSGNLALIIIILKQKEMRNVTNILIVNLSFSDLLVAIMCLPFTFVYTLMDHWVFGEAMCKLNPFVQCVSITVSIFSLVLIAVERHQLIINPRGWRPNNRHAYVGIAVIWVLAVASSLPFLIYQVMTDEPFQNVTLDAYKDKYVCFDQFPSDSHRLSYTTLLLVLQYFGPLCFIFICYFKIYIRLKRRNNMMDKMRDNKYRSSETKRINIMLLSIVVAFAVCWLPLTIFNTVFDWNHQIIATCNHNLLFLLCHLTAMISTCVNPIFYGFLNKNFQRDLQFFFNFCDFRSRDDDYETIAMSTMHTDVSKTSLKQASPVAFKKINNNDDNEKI
14-3-3 Bad PPI – disrupts binding of bovine 14-3-3 zeta to phospho-Bad peptide. P63103. TR-FRET 14-3-3zeta/Dy647-pBad peptide displacement, 1 h. inhibition, % at 21.7 µM. actives 0.71% (n = 220,000). AID 781;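 active = inhibition above about 70%, limit read from the data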;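 note: 0% = full 14-3-3 plus peptide FRET controls and 100% = background without 14-3-3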
Target sequence (P63103 whole entry, looked up): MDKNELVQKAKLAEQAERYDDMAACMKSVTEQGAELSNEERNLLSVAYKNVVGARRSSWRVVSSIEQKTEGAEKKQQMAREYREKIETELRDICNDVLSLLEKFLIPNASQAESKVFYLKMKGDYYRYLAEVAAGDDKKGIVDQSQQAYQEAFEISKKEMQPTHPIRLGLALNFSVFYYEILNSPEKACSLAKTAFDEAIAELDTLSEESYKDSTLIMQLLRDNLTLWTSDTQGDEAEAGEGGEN
EP2 mod – EP2 receptor (human) modulation; EP2-expressing cells, cAMP HTRF FRET, PGE2 co-stimulation; induction, % at 25 µM; P43116; AID 940; actives 0.83% (n = 260,000);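 active = compounds whose cAMP rise, as percent of the full-agonist control response, exceeds 60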;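 note: rat C6 glioma line stably carrying human EP2 under a CMV promoter; the protocol text gives 20 µM as final concentration; 100% = response of wells given 1 µM PGE2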
NPY-Y1 antag – blocks the human neuropeptide Y Y1 receptor; actives 1% (n = 200,000); inhibition, % at 3.6 µM; AID 1040; P25929; HEK293-CNG Y1 cells, membrane potential fluorescence; NPY at EC95, then isoproterenol;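 active = inhibition above the campaign mean inhibition of all tested compounds plus 3 SD, cut at about 20% in these data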;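 note: 0% = DMSO wells given NPY plus isoproterenol and 100% = isoproterenol alone without NPY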
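System: HEK293 cells with Y1 receptor plus CNG channel / Probe or stimulus: NPY 25 nM then isoproterenol 1 µM plus Ro 20-1724 25 µM / Compound: one concentration, 3.6 µM, in 0.4% DMSO / Schedule: compound incubation 1 h at room temperature, readout 45 min post-stimulation / Measured by: membrane potential fluorescence / Read-out: % inhibition of NPY effect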
TRPML3 ag – activates the human TRPML3 channel; Q8TDD5; HEK293 TRPML3-YFP, Fluo-8 calcium fluorescence; 100% = the carbachol control signal; activation, % at 3 µM; actives 0.29% (n = 220,000);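 active = activation above its plate's cutoff, the mean activation of the plate's test wells plus 3 SD, cut at about 12% in these data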;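 note: 0% = DMSO only wells and 100% = carbachol wells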
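Test system – HEK293 line with stable expression of human TRPML3-YFP channel · Control set – carbachol 87 µM final as high control (100%), DMSO as low control (0%) · Signal – Fluo-8 calcium dye fluorescence, ex 470-495, em 515-575 nm · Incubation – 1-h 37 °C dye load, 5-s basal, 120-s post-compound reads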
Numbers without * were called inactive; & = joins results of further samples; [ ] = another dose, or the depositor's remark.

Screening COc1ccc(C(=O)NNC(=O)CSc2nc3c(c(=O)n(C)c(=O)n3C)n2C)cc1 returned PGE2 EP2 inh 13&3, PPC-1+TRAIL kill 7, TRPN1 ag 2.1, CHOP inh -17, NPY-Y1 PAM-ag 2, 14-3-3 Bad PPI -7, EP2 mod 14&33, NPY-Y1 antag -5 and TRPML3 ag 0.8.
For O=c1c2[nH]c3ccccc3c2ncn1C1CCCCC1 the results were PGE2 EP2 inh 15, PPC-1+TRAIL kill 16, TRPN1 ag 10, CHOP inh -3, NPY-Y1 PAM-ag -12, 14-3-3 Bad PPI 8, EP2 mod -10, NPY-Y1 antag 7 and TRPML3 ag 1.7.
`CC(C)NC(=O)NC(=O)COC(=O)c1ccc(S(=O)(=O)Nc2ccccc2)cc1` gave PGE2 EP2 inh 5, PPC-1+TRAIL kill 2, TRPN1 ag 4.9, CHOP inh 34, NPY-Y1 PAM-ag 16, 14-3-3 Bad PPI 3, EP2 mod -51, NPY-Y1 antag -5 and TRPML3 ag 2.1.
O=C(O)c1cn(-c2ccccc2)nc1C(=O)O was read as PGE2 EP2 inh 8, PPC-1+TRAIL kill 35, TRPN1 ag 0.6, CHOP inh -2, NPY-Y1 PAM-ag -28, 14-3-3 Bad PPI 59, EP2 mod 10, NPY-Y1 antag 5 and TRPML3 ag 2.5.
`Cc1cccc(C)c1NC(=O)N1CCC(N2CCCCC2)CC1` gave PGE2 EP2 inh 8, PPC-1+TRAIL kill 24, TRPN1 ag 1.6, CHOP inh 17, NPY-Y1 PAM-ag 2, 14-3-3 Bad PPI 3, EP2 mod 25, NPY-Y1 antag -5 and TRPML3 ag -0.1.
For CC(=O)C1=C(O)C(=O)N(Cc2ccccc2)C1c1cccs1 (centres undefined) the results were PGE2 EP2 inh 13&16, PPC-1+TRAIL kill 13, TRPN1 ag 1.0, CHOP inh -1, NPY-Y1 PAM-ag 17, 14-3-3 Bad PPI 48[fluorescence artefact?], EP2 mod 22&9, NPY-Y1 antag -2 and TRPML3 ag 1.0.
Screening Cc1cc(C)nc(NC(=O)CSc2nc3ccccc3s2)n1 returned PGE2 EP2 inh 7, PPC-1+TRAIL kill 12, TRPN1 ag -0.4, CHOP inh 16, NPY-Y1 PAM-ag -23, 14-3-3 Bad PPI 1[fluorescence artefact?], EP2 mod 6, NPY-Y1 antag 2 and TRPML3 ag 0.4.
For CCOC(=O)C1=C(c2ccccc2)N=C2SCC(=O)N2C1c1ccc(OC)c(OC)c1 (centres undefined) the results were PGE2 EP2 inh 5, PPC-1+TRAIL kill 16, TRPN1 ag 0.1, CHOP inh 8, NPY-Y1 PAM-ag 7, 14-3-3 Bad PPI -1, EP2 mod 23, NPY-Y1 antag -2 and TRPML3 ag -0.4.
For Cc1ccc(C(=O)N2CCSC2=S)cc1 the results were PGE2 EP2 inh 4, PPC-1+TRAIL kill -7, TRPN1 ag 1.3, CHOP inh 3, NPY-Y1 PAM-ag 12, 14-3-3 Bad PPI 2, EP2 mod 51, NPY-Y1 antag -1 and TRPML3 ag 0.7.
`COc1ccc(CNc2nc3nc(C)c(Cl)c(C)n3n2)cc1OC` gave PGE2 EP2 inh 0, TRPN1 ag -0.5, NPY-Y1 PAM-ag 6, NPY-Y1 antag 7 and TRPML3 ag -1.1.
CCCOC(=O)c1cc(-c2ccc(/C=C3/C(=O)N(C)C(=O)C(C#N)=C3C)o2)ccc1Cl was read as TRPN1 ag 0.2, NPY-Y1 PAM-ag -19, NPY-Y1 antag -3 and TRPML3 ag -0.8.
`CC12CCC(C(=O)n3c1nc1ccccc13)C2(C)C` (centres undefined) gave PGE2 EP2 inh 1, PPC-1+TRAIL kill 4, TRPN1 ag 1.3, CHOP inh 28, NPY-Y1 PAM-ag -5, 14-3-3 Bad PPI 4[fluorescence artefact?], EP2 mod 19, NPY-Y1 antag -1 and TRPML3 ag 0.2.
`CC1(OC(=O)C2CCCC2)C(=O)C=C2C=C(c3ccsc3)N(C3CC3)C=C2C1=O` (centres undefined) gave PGE2 EP2 inh 18, PPC-1+TRAIL kill 8, CHOP inh -17, 14-3-3 Bad PPI -6 and EP2 mod -6.
Screening CCCCNC(=O)c1ccc(S(=O)(=O)c2ccc(Cl)cc2)c(NC(C)=O)c1 returned PGE2 EP2 inh 4, PPC-1+TRAIL kill 18, TRPN1 ag 1.1, CHOP inh 3, NPY-Y1 PAM-ag -7, 14-3-3 Bad PPI 72*, EP2 mod -21, NPY-Y1 antag -3 and TRPML3 ag 0.7.
Screening Cc1nc(SCC(=O)NCc2ccco2)[nH]c(=O)c1C returned PGE2 EP2 inh 4&-2, PPC-1+TRAIL kill -1, TRPN1 ag 1.3, CHOP inh 9, NPY-Y1 PAM-ag -9, 14-3-3 Bad PPI 3[fluorescence artefact?], EP2 mod 7&13, NPY-Y1 antag -1 and TRPML3 ag -0.3.
COc1cc(/C=N/Nc2nc3c(c(=O)n(C)c(=O)n3C)n2Cc2ccccc2)ccc1OC(=O)c1ccco1 was read as PGE2 EP2 inh 10, PPC-1+TRAIL kill 29, TRPN1 ag 0.3, CHOP inh 1, NPY-Y1 PAM-ag 11, 14-3-3 Bad PPI 9, EP2 mod 4, NPY-Y1 antag 3 and TRPML3 ag 0.4.
For COc1ccc(-n2c(Cc3cccn3C)nnc2SCC(=O)Nc2ccc(C(C)=O)cc2)cc1 the results were PGE2 EP2 inh 3, PPC-1+TRAIL kill 26, TRPN1 ag 1.3, CHOP inh 32, NPY-Y1 PAM-ag 20, 14-3-3 Bad PPI 5, EP2 mod -5, NPY-Y1 antag -6 and TRPML3 ag -1.2.
For O=C(c1cnc2ccccc2n1)N1CCN(c2ccc(C(F)(F)F)cn2)CC1 the results were PGE2 EP2 inh 16, PPC-1+TRAIL kill -3, TRPN1 ag 1.3, CHOP inh 2, NPY-Y1 PAM-ag -29, 14-3-3 Bad PPI -4, EP2 mod -12 and TRPML3 ag 0.6.
For CCc1cccc(CC)c1NC(=O)COC(=O)C1(c2ccc(Cl)cc2)CCCC1 the results were PGE2 EP2 inh 2, PPC-1+TRAIL kill 4, TRPN1 ag -1.0, CHOP inh 58, NPY-Y1 PAM-ag -26, 14-3-3 Bad PPI -3, EP2 mod 8, NPY-Y1 antag 40* and TRPML3 ag 0.6.
`Cc1nn(-c2nnc(C)c(=O)[nH]2)c(C)c1SCC(=O)Nc1ccc(C(C)C)cc1` gave PGE2 EP2 inh 1, PPC-1+TRAIL kill -3, TRPN1 ag 0.2, CHOP inh -11, NPY-Y1 PAM-ag -5, 14-3-3 Bad PPI 22, EP2 mod 10, NPY-Y1 antag 6 and TRPML3 ag 0.6.
`CC(O)CNc1nc2sc3c(c2c(=O)n1Cc1ccco1)CCCCC3` (centres undefined) gave PGE2 EP2 inh 19, PPC-1+TRAIL kill -8, TRPN1 ag 1.1, CHOP inh -15, NPY-Y1 PAM-ag -3, 14-3-3 Bad PPI -6, EP2 mod -27 and TRPML3 ag 0.2.
For O=C(CN1C(=O)c2ccccc2S1(=O)=O)NCCSc1ccccc1 the results were PGE2 EP2 inh 26&8, PPC-1+TRAIL kill 38, TRPN1 ag -0.4, CHOP inh 4, NPY-Y1 PAM-ag -19, 14-3-3 Bad PPI 1, EP2 mod -36&-90, NPY-Y1 antag 1 and TRPML3 ag -1.3.
`Cc1cc(/C(N)=N/OC(=O)c2ccccc2Cl)no1` gave PGE2 EP2 inh 13, PPC-1+TRAIL kill 37, TRPN1 ag 0.5, CHOP inh 10, NPY-Y1 PAM-ag -1, 14-3-3 Bad PPI -5, EP2 mod -29 and TRPML3 ag 0.0.
`CCn1c(SCc2ccc([N+](=O)[O-])cc2)nnc1C(C)NC(=O)c1ccccc1Br` (centres undefined) gave PGE2 EP2 inh 4, PPC-1+TRAIL kill -15, TRPN1 ag 0.4, CHOP inh 14, NPY-Y1 PAM-ag -5, 14-3-3 Bad PPI 6, EP2 mod -8, NPY-Y1 antag 0 and TRPML3 ag -0.3.
For Cn1c(O)c(N=NC(=O)c2ccccc2O)c2ccccc21 the results were PGE2 EP2 inh 7, PPC-1+TRAIL kill 34, TRPN1 ag 0.5, CHOP inh -20, NPY-Y1 PAM-ag -7, 14-3-3 Bad PPI 0, EP2 mod -21, NPY-Y1 antag 2 and TRPML3 ag -0.1.
For Cc1ccc(CCNC(=O)CCSCc2ccc(Cl)cc2)cc1 the results were PGE2 EP2 inh 6, PPC-1+TRAIL kill 11, TRPN1 ag 0.3, CHOP inh 41, NPY-Y1 PAM-ag -43, 14-3-3 Bad PPI -14, EP2 mod 2, NPY-Y1 antag 9 and TRPML3 ag 0.3.
For CCOc1ccc(CN2CCN(Cc3ccon3)CC2CCO)cc1 (centres undefined) the results were PGE2 EP2 inh 0, PPC-1+TRAIL kill 8, TRPN1 ag -0.1, CHOP inh -1, NPY-Y1 PAM-ag 11, 14-3-3 Bad PPI -6, EP2 mod 4, NPY-Y1 antag -1 and TRPML3 ag 1.1.
For Cc1cccc2sc(N(CCCN(C)C)C(=O)c3ccc(Cl)s3)nc12 the results were PGE2 EP2 inh 7, PPC-1+TRAIL kill 29, TRPN1 ag 0.7, CHOP inh 35, NPY-Y1 PAM-ag -12, 14-3-3 Bad PPI -10, EP2 mod -26, NPY-Y1 antag 6 and TRPML3 ag 1.3.
For CCCCCCCCN=C1NC(=O)CS1 the results were PGE2 EP2 inh 3, PPC-1+TRAIL kill 0, TRPN1 ag -0.1, CHOP inh 17, NPY-Y1 PAM-ag 10, 14-3-3 Bad PPI 4[fluorescence artefact?], EP2 mod 20, NPY-Y1 antag 1 and TRPML3 ag -0.8.
COCc1cc(C)nc(SCC[N+](C)(C)CC(=O)Nc2cccc(C)c2)c1C#N was read as PGE2 EP2 inh 2, PPC-1+TRAIL kill 13, TRPN1 ag -0.9, CHOP inh -1, NPY-Y1 PAM-ag 19, 14-3-3 Bad PPI -8, EP2 mod 0, NPY-Y1 antag 0 and TRPML3 ag 0.9.
O=C(N/N=C\CCc1ccccc1)c1ccco1 was read as PGE2 EP2 inh 5, PPC-1+TRAIL kill 6, TRPN1 ag 1.8, CHOP inh -31, NPY-Y1 PAM-ag -10, 14-3-3 Bad PPI 10, EP2 mod -3, NPY-Y1 antag 12 and TRPML3 ag 0.8.
For O=C(CN1CCN(C(=O)c2c(F)cccc2F)CC1)Nc1ccccc1F the results were PGE2 EP2 inh 6, PPC-1+TRAIL kill -19, TRPN1 ag 0.6, CHOP inh 24, NPY-Y1 PAM-ag -5, 14-3-3 Bad PPI -9, EP2 mod 5, NPY-Y1 antag -1 and TRPML3 ag 1.0.

Only part of the results is shown (hit frequency here may not be typical).
